Screening data deposited in PubChem by several laboratories.
M1AAP inhibition – malaria alanyl aminopeptidase activity blockers – biochemical, fluorogenic H-Leu-NHMec substrate, 1536-well (AID 1445). recombinant M1AAP, H-Leu-NHMec fluorogenic kinetic assay; higher % means a stronger effect. one-dose inhibition, % at 30 µM; IC50 in µM for titrated hits. actives 0.42% (n = 220,000);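 active = primary inhibition above the hit cutoff, then over 50% inhibition at one or more dose response concentrations, cut at about 23% in these data, passing the limit was not always enough; inconclusive = conflicting primary data, or primary hits not chosen for dose response; inactive = low primary inhibition, or under 50% at every dose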;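 also: plate controls were DMSO full reaction for no effect and no enzyme background for full effect; strong numbers were not always called active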
Myeloid diff 2 – compounds promoting myeloid differentiation. ER-HoxA9 myeloid progenitors, lysozyme-GFP differentiation, flow cytometry. calls only at 10 µM. actives 1% (n = 360,000). AID 624256;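 active = normalized GFP-positive differentiation at or above the plate's own cutoff, the solvent-only control mean plus 3 SD; inconclusive = no clear call, values can overlap the other calls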;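 also: cells exposed to compound for four days before flow analysis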
human PMI inhibitors – MPI inhibition at elevated mannose 6-phosphate – biochemical, fluorescence intensity, high mannose 6-phosphate, primary screen (AID 1220). recombinant PMI enzyme, coupled fluorescence intensity; higher % means a stronger effect. actives 0.66% (n = 190,000). one-dose inhibition, % at 20 µM; IC50 in µM for titrated hits
CSM14.1 death rescue – rescue of cells from ER stress-induced death, primary screen, 384-well, CSM14.1, thapsigargin, ATP luminescence (AID 1222) | CSM14.1 thapsigargin-induced death rescue, ATP luminescence; higher % means a stronger effect | one-dose cellular ATP content (survival), % at 20 µM; EC50 in µM for titrated hits | 190,000 tested, under 10 active;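 active = EC50 below 50 µM in the dose-response confirmation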;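 also: death triggered by thapsigargin at about 15 µM added after 2 h compound pretreatment; cell ATP read after overnight thapsigargin exposure of roughly 18 to 22 hours; normalized against plate controls of thapsigargin alone and 5% DMSO vehicle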
human PMI inhibition – inhibitors of human PMI, primary screen, biochemical, fluorescence intensity, coupled assay (AID 1209); purified PMI enzyme, coupled fluorescence intensity; higher % means a stronger effect; inhibition, % at 20 µM; hits with a dose series show IC50 in µM; actives 0.42% (n = 190,000);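 also: plate controls were DMSO vehicle for no effect and wells lacking substrate for full effect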
Hep lipid drop – hepatic lipid droplet formation modulation; AML12 mouse hepatocytes, oleate lipid droplets, BODIPY imaging; inhibition, % at 6.5 µM; actives 0.4% (n = 240,000); AID 1656;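 active = lipid droplet intensity inhibited by at least 50%, with more than 500 cells counted; inconclusive = wells with under 300 cells, treated as cytotoxic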
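Assay system: AML12 mouse liver cells | Compound: 6.5 µM single-point dosing | Schedule: Overnight exposure | Technique: Fluorescence imaging, 20x objective, two fields per well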
K1F lysis inhibition – protection from phage-mediated lysis, alamar blue read-out – E. coli UTI89, K1F phage, bacterial capsule biogenesis inhibitors (AID 488966); E. coli UTI89 K1F phage lysis, alamar blue, 2 h; higher % means a stronger effect; inhibition, % at 100 µM; hits with a dose series show IC50 in µM; actives 0.02% (n = 340,000);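 active = phage lysis inhibition, versus mean bacterial control, above a set limit; inconclusive = no clear call, values can overlap the other calls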;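 also: capsule biogenesis inhibitors block K1F phage lysis so surviving cells raise fluorescence; higher fluorescence means more inhibition of phage lysis; actives were called in the ten point dose series up to 300 µM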
WT yeast gro inh – growth inhibition of WT yeast, mitochondrial fusion screen; inhibition, % at 10 µM; actives 2.1% (n = 190,000); mitochondrial fusion phenotypic screen, WT strain; in the data active = inhibition above about 58%; tested in S. cerevisiae
TNAP activation fold – human TNAP enzyme activators, primary screen, biochemical, luminescent, no phosphate acceptor, uHTS (AID 1001); purified TNAP, luminescent activation assay, no phosphate acceptor; higher activation fold means a stronger effect; activation fold at 20 µM; hits with a dose series show EC50 in µM; actives 0.03% (n = 200,000); in the data active = activation fold from about 3, or a potency from the dose series; inactive = the rest, 99 in 100 with activation fold below about 1.6; also: many of its hits are not listed in these tables
WT yeast gro inh mutant strain – further read-out of WT yeast gro inh, marked with its call; inhibition, %; mitochondrial fusion phenotypic screen, mutant strain inhibition
Hep lipid drop cells 6.5 µM – second read-out of Hep lipid drop, no call of its own (marks repeat the call); cell count; measured here: cell count, cytotoxicity flag;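 cells counted across two imaged fields per well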
Myeloid diff 2 GFP+ MAC1+ % – recorded beside Myeloid diff 2, whose call it bears; GFP+ MAC1+ double positive, %; measured here: differentiation confirmed by MAC1 staining
* = called active by the depositor; i = inactive; u = inconclusive; x = no result given; & = joins results of further samples; [ ] = remark or other dose. Rule as the data show it, unless noted: active = inhibition above about 50%; inactive = the rest.

SMILES	M1AAP inhibition	Myeloid diff 2	Myeloid diff 2 GFP+ MAC1+ %	human PMI inhibitors	CSM14.1 death rescue	human PMI inhibition	Hep lipid drop	Hep lipid drop cells 6.5 µM	K1F lysis inhibition	WT yeast gro inh	WT yeast gro inh mutant strain	TNAP activation fold
COc1cccc2c1OC1(C)CC2NC(=O)N1c1cccc(C(=O)N2CCN(c3ccccn3)CC2)c1 (stereo unspecified)	12%	i	0.5	-3%	1.1%	7%	5	726	3.6%	8	85	1.1
COc1ccc(N=C2NC(=O)/C(=C/C=C/c3ccccc3)S2)cc1	8%	i	0.3	x	x	x	3	693	0.9%	x	x	x
COc1cccc(OC)c1C(=O)N1CC(C)OC(C)C1 (stereo unspecified)	-2%	i	11	-2%	1.1%	4%	0	764	0.1%	7	-5	1.1
Oc1ccc(Nc2ccnc3cc(Cl)ccc23)cc1	12%	i	2.6	x	x	x	10	719	0.0%	x	x	x
Cc1ccc(N(CC(=O)NC2CCCCC2)C(=O)c2ccc(C)s2)cc1	20%	i	5.3	-6%	-2.6%	3%	x	x	2.5%	3	-12	1.1
Cc1cc(C)nc(NC(=NCc2ccc3c(c2)OCO3)NC(=O)Nc2ccccc2)n1	4%	i	0.5	5%	-1.9%	5%	2	691	-1.4%	10	15	1.1
Cc1cc(NC(=O)CN2CCC(C)CC2)no1	0%	i	0.4	6%	0.2%	5%	8	712	1.1%	-2	-29	1
CC(=Nc1ccc(C)cc1)c1sc2ccccc2c1O	4%	x	x	7%	-2.0%	11%	-10	734	0.5%	8	-8	1
Nc1nc(F)nc2c1ncn2[C@@H]1O[C@H](CO)[C@@H](O)[C@@H]1O	10%	i	2.7	12%	4.3%	13%	7	733	-1.4%	-8	5	1.1
CC1(C)CC(=O)C(Sc2nnc(-c3ccc(NS(C)(=O)=O)cc3)n2Cc2ccco2)C(=O)C1	12%	i	0.9	-14%	0.0%	-8%	x	x	1.2%	-8	-15	1.1
COC(=O)c1cccc(-n2nnnc2SCC(=O)Nc2cc(C)on2)c1	7%	i	1.0	-9%	1.9%	-6%	x	x	1.2%	-3	-1	0.9
CC(=O)NCCCCCCNC(C)=O	2%&5%	i	1.2	-6%&9%	-2.5%&-1.7%	-10%&8%	-9&4	697&692	2.3%	-2&3	-11&9	1.1&1.1
NCCCC[C@H]1CNC(=O)C(=O)N1CCc1cc(C(F)(F)F)cc(C(F)(F)F)c1	2%	i	2.4	x	x	x	8	682	1.9%	x	x	x
O=C(CSc1nnc2ccccn12)NCCc1ccc(F)cc1	4%	i	0.9	9%	-1.0%	8%	-2	672	-0.1%	-13	9	1.1
O=C(Cc1ccc([N+](=O)[O-])cc1)N1CCc2ccccc2C1	-7%	i	0.7	-2%	-0.7%	-8%	-5	697	0.2%	-9	23	1.1
CC(C)(C)[C@@H]1C=C(C(N)=O)O[C@H](OCc2ccc(CO)cc2)C1	2%	i	3.5	x	x	x	6	696	0.3%	x	x	x
Cc1ccc(NS(=O)(=O)c2cc(C(=O)N(C)C)ccc2C)cc1C	7%	i	0.0	6%	-1.9%	5%	-12	636	-1.5%	5	0	1.1
O=C(CCN1C(=O)c2ccccc2C1=O)NCc1ccco1	-3%	i	1.8	-3%	-1.4%	3%	-15	776	2.7%	6	-7	1.1
CCn1c(SCC(=O)NC(=O)Nc2ccc3c(c2)OCCO3)nnc1-c1cccs1	-10%	i	1.3	2%	-1.0%	-1%	x	x	-1.2%	7	5	1
CC(=O)c1ccc2c3c(cccc13)C(=O)N(CCc1ccccc1)C2=O	7%	i	0.6	-1%	1.4%	2%	8	661	0.1%	2	2	1.1
Cc1ccc(C(=O)COC(=O)c2ccc3c(c2)C(=O)N(c2cccc4ncccc24)C3=O)cc1	0%	i	0.2	-16%	-6.0%	-2%	8	537	0.3%	2	-30	1.1
COC(=O)c1ccc(S(=O)(=O)NC(C)(C)C)n1C	2%	i	0.9	x	x	x	44	723	-0.3%	x	x	x
COC(=O)C1=C(C)N(CC(C)C)C(=O)/C1=C\c1cccs1	8%	i	0.2	1%	0.7%	6%	3	797	2.2%	-2	7	1.1
c1ccc(C(c2ccccc2)N2CCN(c3ccc4ccccc4n3)CC2)cc1	9%	i	0.7	-2%	-2.8%	6%	0	640	0.3%	30	-6	1.1
S=c1[nH]cc(-c2ccccc2)n1-c1ccccc1Cl	0%	i	1.2	2%	-4.0%	-4%	-1	634	4.7%	-1	-1	0.9
SMILES	M1AAP inhibition	Myeloid diff 2	Myeloid diff 2 GFP+ MAC1+ %	human PMI inhibitors	CSM14.1 death rescue	human PMI inhibition	Hep lipid drop	Hep lipid drop cells 6.5 µM	K1F lysis inhibition	WT yeast gro inh	WT yeast gro inh mutant strain	TNAP activation fold
CCCCOc1ccc(/C=C/C(=O)Nc2ccc(C(N)=O)cc2)cc1	6%	i	0.7	-9%	8.5%	-11%	4	645	0.9%	-9	-18	1.1
O=C(O)c1ccccc1C(=O)c1ccc(Oc2ccccc2)cc1	4%	i	0.3	-7%	-2.7%	-3%	1	761	1.5%[50 µM]	-13	-14	1
COc1ccc(Cc2nnc(NC(=O)Cc3cccs3)s2)cc1OC	12%	i	1.4	-16%	-0.1%	-16%	-2	710	-0.3%	-44	10	1
COC(=O)c1ccccc1NC(=O)CSc1nnc(CNS(=O)(=O)c2ccc(C)cc2)n1C	8%	i	0.8	-4%	-0.2%	-4%	0	658	0.3%	4	6	1
CCSc1nnc(NC(=O)c2ccccc2C)s1	10%	i	0.1	1%	-1.4%	0%	0	732	1.5%	9	11	1.1
COc1cccc(CN(C)CC(=O)Nc2cccc(S(N)(=O)=O)c2)c1OC	8%	i	1.8	-1%	-1.4%	6%	-32	385	-7.6%	-25	4	1.1
Cc1cccc(-n2ncc3c(N4CCCc5ccccc54)ncnc32)c1	5%	i	0.5	4%	-1.4%	8%	x	x	1.5%	71*	59*	1.1
CCOc1cc(/C=N/NC(=O)CSc2nnc(C)s2)ccc1OCc1ccccc1Cl	5%	i	0.0	4%	1.2%	8%	-6	606	0.0%	-2	-8	1.1
CCN(CC)C(=O)N1CCc2ccccc21	6%	i	1.1	0%	-0.7%	-7%	-15	655	-0.1%	4	4	1.1
CC1CCN(C(=O)c2cc3ccccc3c(=O)o2)CC1	10%	i	0.7	-3%	0.2%	-3%	0	682	0.4%[50 µM]	-24	-4	1.1
O=C(CSc1nnc(NCc2ccccc2)s1)NC1CCS(=O)(=O)C1 (stereo unspecified)	0%	i	0.5	x	x	x	-11	605	0.1%	x	x	x
OC(COCC(F)(F)C(F)(F)C(F)(F)C(F)F)Cn1c2ccccc2c2ccccc21 (stereo unspecified)	1%	i	0.0	4%	-1.2%	12%	-37	631	-0.3%[50 µM]	91*	81*	1.1
CCC(Sc1ccccn1)C(=O)Nc1nnc(C)s1 (stereo unspecified)	-3%	i	1.3	4%	-3.5%	11%	-1	772	3.4%	-3	-12	1
Cc1ccc(C2(C)NC(=O)N(CC(=O)NCCC3=CCCCC3)C2=O)cc1 (stereo unspecified)	4%	i	1.2	-1%	-2.8%	4%	20	812	0.4%	-14	-5	1.1
Cc1nc2ccc(NC(=O)c3cc([N+](=O)[O-])cc([N+](=O)[O-])c3Cl)cc2s1	1%	i	0.5	-10%	-1.0%	-2%	-16	680	-3.9%	-2	5	1
CC(C)(C)c1ccc(C(=O)C2CCCN(C(=O)CN3CCCC3=O)C2)cc1 (stereo unspecified)	2%	i	0.5	13%	-0.8%	14%	-2	707	0.3%	4	-9	1.1
CC(=O)Nc1cccc(-c2nnc(SCc3ccccc3C#N)n2C)c1	-1%	i	1.2	-3%	0.5%	1%	-10	773	0.8%	10	16	1.1
Cc1ncc(N=Nc2ccc(F)cc2)c(-c2ccc(Cl)cc2)n1	2%	i	0.6	10%	-1.3%	7%	31	671	0.2%	8	19	1.1
CSc1nc(N(C)NC(=O)c2cccc(C)c2)c2ccccc2n1	5%	u	x	-8%	-1.3%	2%	x	x	-0.1%	-18	-15	1.1
COCC(=O)Nc1cc(C(=O)Nc2ccccc2C)ccc1Cl	4%	i	7.5	12%	-2.1%	8%	x	x	0.3%	2	50	1.1
CCOC(=O)N1CCN(CC(O)COc2ccccc2C(C)C)CC1 (stereo unspecified)	7%	i	0.6	-7%	-2.5%	-6%	x	x	0.3%	3	-5	1
O=[N+]([O-])c1cc(S(=O)(=O)N2CCCC2)ccc1N/N=C/c1ccccn1	0%	i	0.7	8%	11%	4%	14	672	0.7%	1	-20	1
COc1ccccc1C(=O)NCC(=O)Nc1ccccc1	8%	i	0.7	-1%	-4.2%	2%	-14	750	0.5%	-10	8	1
CN(c1ccc(C(=O)Nc2ccccc2C(=O)N2CCCC2)cc1)S(C)(=O)=O	2%	i	0.5	-2%	0.8%	1%	20	803	0.6%	-8	8	1.1
O=C1C(=O)N(Cc2ccccc2)C(=O)N1CCN1C(=O)c2ccccc2C1=O	14%	i	0.1	6%	-1.4%	6%	-5	720	-0.5%	-11	-18	1.1
SMILES	M1AAP inhibition	Myeloid diff 2	Myeloid diff 2 GFP+ MAC1+ %	human PMI inhibitors	CSM14.1 death rescue	human PMI inhibition	Hep lipid drop	Hep lipid drop cells 6.5 µM	K1F lysis inhibition	WT yeast gro inh	WT yeast gro inh mutant strain	TNAP activation fold
CCCSc1nc2c(cnn2-c2ccc(C)c(C)c2)c(=O)[nH]1	3%	i	2.3	-4%	0.2%	-3%	x	x	0.6%	8	7	1.2
CCN(CC)c1ccc(N=Cc2c(C)[nH]c3ccccc23)cc1	9%	i	1.5	70%*	-1.0%	40%	36	660	-7.4%	-7	9	1
COc1ccc(S(=O)(=O)N2CCOCC2)cc1NC(=O)Cc1c(Cl)cccc1Cl	7%	i	3.2	3%	8.8%	-1%	-20	585	-5.1%	-10	-9	1.1
CCOC(=S)SCC(=O)Nc1nc(C)c(C)s1	4%	i	0.3	x	x	x	-21	627	0.3%	x	x	x
Cc1cccc(C)c1NC(=O)COc1cccc(/C=N/NC(=O)C(=O)NCc2ccccc2)c1	3%	i	1.2	-6%	1.0%	-5%	x	x	3.2%	-10	28	1.1
CC1(C)Cc2c(C#N)c(SCCOc3ccccc3)nc(N3CCOCC3)c2CO1	4%	i	0.3	20%	-1.9%	25%	5	734	0.2%	20	32	1.1
Cc1cccc(C)c1NC(=S)N(Cc1ccccc1)Cc1cccnc1	3%	i	0.2	4%	3.0%	-7%	-2	735	0.2%	-3	-24	1.1
CCN(CC)S(=O)(=O)c1ccc(C)c(C)c1	2%	i	0.6	0%	-0.7%	1%	-1	794	0.2%	-3	9	1.1
